NPR2 activator – human GC-B receptor activators, primary screen, HEK293 GC-B cells, cGMP TR-FRET, EC30 CNP; actives 0.11% (n = 370,000); Atrial natriuretic peptide receptor 2 (Homo sapiens), P20594; activation, % at 10 µM; 0% at EC30 CNP, 100% saturating CNP; AID 1920062, 2024;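 active = activation at 10 µM reaching about 35% in either raw or pattern-adjusted values, limit read from the data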
ADAM10 inh – human ADAM10 inhibitors, primary screen, biochemical, QFRET, HTS; Disintegrin and metalloproteinase domain-containing protein 10 (Homo sapiens), O14672; recombinant ADAM10, EDANS/DABCYL FRET peptide cleavage, 3 h; inhibition, % at 7 µM; actives 0.62% (n = 370,000); AID 720582, 2013;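 active = inhibition above a per-campaign cutoff equal to the mean of compounds falling between control-based bounds plus 3 SD, cut at about 20% in these data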;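 also: 0% = DMSO wells while the 100% control is not disclosed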
Target sequence (O14672 214-748 limits assumed): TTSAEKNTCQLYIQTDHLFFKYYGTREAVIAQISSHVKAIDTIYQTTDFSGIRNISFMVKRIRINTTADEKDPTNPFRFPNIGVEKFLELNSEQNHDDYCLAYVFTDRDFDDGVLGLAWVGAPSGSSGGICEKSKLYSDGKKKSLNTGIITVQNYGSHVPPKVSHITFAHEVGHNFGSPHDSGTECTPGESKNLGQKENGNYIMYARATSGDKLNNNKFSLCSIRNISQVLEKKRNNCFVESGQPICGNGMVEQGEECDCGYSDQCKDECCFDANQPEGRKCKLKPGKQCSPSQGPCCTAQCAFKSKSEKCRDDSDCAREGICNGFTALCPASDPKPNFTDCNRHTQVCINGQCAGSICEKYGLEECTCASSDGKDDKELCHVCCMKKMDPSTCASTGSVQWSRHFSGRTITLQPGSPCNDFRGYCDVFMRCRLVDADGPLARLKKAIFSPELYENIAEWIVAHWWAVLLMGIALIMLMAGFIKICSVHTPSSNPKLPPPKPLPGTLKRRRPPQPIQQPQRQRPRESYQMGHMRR
rCAG RNA binder – binders of r(CAG) RNA repeats, primary screen, biochemical, fluorescence; r(CAG) RNA repeat, TO-PRO-1 dye displacement fluorescence; inhibition, % at 3 µM; actives 1.3% (n = 370,000);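 active = inhibition above the plate cutoff, the mean of all test compounds on that plate plus 3 SD, cut at about 35% in these data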;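 also: 0% = DMSO alone and 100% = 100 µM mitoxantrone as full dye displacement; higher means more dye released from RNA so lower well fluorescence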
ARFGAP1 inhibitor – inhibitors of rat ARFGAP1 GAP activity, primary screen, biochemical, fluorescence polarization, GDP tracer; ADP-ribosylation factor GTPase-activating protein 1 (Rattus norvegicus), Q62848; Arfgap1-stimulated ARF1 GTP hydrolysis, GDP FP detection; inhibition, % at 16.5 µM; actives 0.26% (n = 360,000); AID 651572, 2012;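 active = inhibition above a per-plate limit, mean inhibition of low control wells plus 3 SD, cut at about 25% in these data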;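 also: 0% = DMSO wells with enzyme and 100% = wells lacking Arfgap1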
Target sequence (Q62848 1-136 limits assumed): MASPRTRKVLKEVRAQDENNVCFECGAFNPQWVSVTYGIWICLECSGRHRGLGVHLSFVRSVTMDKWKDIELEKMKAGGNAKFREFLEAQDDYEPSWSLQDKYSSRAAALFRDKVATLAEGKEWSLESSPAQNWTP
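Replicates: Single well per compound | Assay system: Truncated rat Arfgap1 GAP domain | Control set: No-Arfgap1 wells (100%) versus DMSO full-reaction wells (0%) | Times: Enzyme reaction 120 min at 25 °C after 20 min preincubation | Reagent: Human ARF1(Δ1-17)-GTP substrate | Measured by: Tracer-displacement fluorescence polarization with EDTA stop, 620/688 nm | Measure: Percent inhibition of Arfgap1-stimulated GTP hydrolysis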
KLK7 zymogen act – proKLK7 zymogen activators, primary screen, biochemical, fluorescence intensity | activation, % at 7 µM | Kallikrein-7 (Homo sapiens), P49862 | actives 0.9% (n = 370,000) | purified proKLK7, EDANS-DABCYL substrate fluorescence; 100% is mature enzyme control, 0% vehicle;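 active = activation above the mean of all tested compounds plus 3 SD, computed per campaign excluding outliers beyond control limits, cut at about 13% in these data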
DDE Tn6 FP inh – inhibitors of Tn6 peptide binding to fibrin DD(E), primary screen, biochemical, fluorescence polarization, human fibrin, Tn6 probe. actives 0.21% (n = 370,000). AID 720509, 2013. Fibrin DD(E) TRITC-Tn6 fluorescence polarization displacement. inhibition, % at 8.3 µM;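 active = inhibition above a per-campaign cutoff: mean of compounds within control limits plus 3 SD, cut at about 15% in these data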;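 also: 0% = median of all compound wells on the plate and 100% = blocking peptide control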
GAA850 FXN act – FXN promoter activators, primary screen, cell-based, luciferase luminescence, HEK293 lucGAA850 | HEK293 lucGAA850 FXN promoter luciferase reporter, 24 h; percent of 10 µM SAHA response | activation, % at 6 µM | actives 0.56% (n = 360,000) | AID 540364, 2011;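 active = activation above the average of all compounds screened plus 3 SD, cutoff fixed separately per campaign, cut at about 7.5% in these data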;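 also: 0% = DMSO wells and 100% = 10 µM SAHA wells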
sPLA2-III inh – human group III sPLA2 inhibitors, primary screen, biochemical, QFRET, BODIPY PC-A2 liposome substrate | Group 3 secretory phospholipase A2 (Homo sapiens), Q9NZ20 | QFRET BODIPY PC-A2 liposome hydrolysis, fluorescence | inhibition, % at 12.2 µM | actives 0.56% (n = 370,000);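 active = inhibition above mean plus 3 SD of compounds lying within the high and low control bounds, cut at about 19% in these data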;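 also: 0% = median of test compound wells and 100% = no enzyme DMSO wells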
NPR1 activator – GC-A stimulated cGMP production enhancers – HEK293 GC-A cells, cGMP TR-FRET, EC30 ANP, primary screen; Atrial natriuretic peptide receptor 1 (Homo sapiens), P16066; activation, % at 10 µM; 0% at EC30 ANP, 100% saturating ANP; actives 0.14% (n = 370,000); in the data active = activation above about 40%
ASAP1 inh – inhibitors of human ASAP1 ArfGAP activity, primary screen, biochemical, fluorescence polarization | ASAP1-stimulated ARF1 GTP hydrolysis, GDP FP detection | AID 624377, 2012 | Arf-GAP with SH3 domain, ANK repeat and PH domain-containing protein 1 (Homo sapiens), … | inhibition, % at 16.5 µM | actives 0.19% (n = 360,000); in the data active = inhibition above about 25%;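 also: 0% = vehicle with enzyme and substrate and 100% = no enzyme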
Target sequence (Q9ULH1 325-724 limits assumed): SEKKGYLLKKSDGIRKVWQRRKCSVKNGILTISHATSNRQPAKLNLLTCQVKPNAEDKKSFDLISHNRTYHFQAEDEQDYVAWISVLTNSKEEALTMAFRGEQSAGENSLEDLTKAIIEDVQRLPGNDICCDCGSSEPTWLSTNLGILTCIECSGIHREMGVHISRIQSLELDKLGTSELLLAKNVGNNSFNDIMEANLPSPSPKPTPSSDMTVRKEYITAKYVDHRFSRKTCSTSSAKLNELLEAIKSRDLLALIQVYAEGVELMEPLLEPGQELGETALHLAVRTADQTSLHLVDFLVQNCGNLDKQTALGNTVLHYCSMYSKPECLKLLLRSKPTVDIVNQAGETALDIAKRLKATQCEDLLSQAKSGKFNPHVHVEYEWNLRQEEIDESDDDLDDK
Numbers without * were called inactive; · = no result given. Hits appear at their usual frequency; 4.5% or so of the library scored in one or more.

[1] CCOC(=O)[C@H]1[C@H]2COc3ccc(Br)cc3[C@@H]2N2C(=O)CN(Cc3ccc(F)cc3)C(=O)[C@@]12C
[2] O=C(Nc1ccccn1)C1(c2ccccc2)CCCC1
[3] N#CCCN(Cc1ccccc1)C(c1ccnc2ccccc12)c1nnnn1-c1ccc2c(c1)OCCO2 (stereo not drawn)
[4] CCc1cccc(C)c1N(C(=O)Cn1c(COC)nc2ccccc21)C(C)COC (stereo not drawn)
[5] CC(C)C(NC(=O)c1cccc(S(=O)(=O)N2CCOCC2)c1)C(=O)NCCc1ccccn1 (stereo not drawn)
[6] O=S(=O)(c1cnc(Cl)c(Cl)c1)N1CCc2ccccc21
[7] Cc1cccc(C)c1NC(=O)C(c1ccnc2ccccc12)N1CCN(C)CC1 (stereo not drawn)
[8] O=C(Nc1cc([N+](=O)[O-])ccc1N1CCCC1)c1ccccc1
[9] COCCn1nnnc1C(c1ccc(C(F)(F)F)cc1)N1CCOCC1 (stereo not drawn)
[10] CCOC(=O)Cc1csc(NC(=O)C(C)(C)C)n1
Screen / compound no.	1	2	3	4	5	6	7	8	9	10
KLK7 zymogen act	-0.1	-0.3	0.3	-0.2	0.0	0.3	-0.3	-0.2	0.1	0.3
ADAM10 inh	7	0	4	2	1	-2	-13	3	2	-1
ARFGAP1 inhibitor	-2	-3	-10	11	-6	3	3	-3	7	-10
ASAP1 inh	3	3	14	8	9	7	-9	0	2	7
DDE Tn6 FP inh	8	5	-10	-9	2	-4	-2	3	3	-10
rCAG RNA binder	4	-3	5	1	-6	-2	1	3	-1	2
NPR1 activator	-9	-7	-4	1	4	-2	4	-1	1	3
NPR2 activator	-10	-2	-8	2	6	-5	-2	1	1	3
GAA850 FXN act	-2.7	-0.1	·	-1.3	-0.1	0.7	·	-2.6	-0.7	2.8
sPLA2-III inh	0	2	-4	4	2	-4	0	-4	-1	-3

[11] Cc1ccc(F)cc1C(=O)N1CCCC(c2nc(-c3cccs3)no2)C1 (stereo not drawn)
[12] Cc1ccc(-c2nc3c(c(SCC(=O)N4CCOCC4)n2)COC(C)(C)C3)cc1
[13] COC(=O)c1sc(NC(=O)COc2ccccc2)nc1C
[14] Nc1nc(Cl)nc2c1ncn2[C@@H]1O[C@H](CO)[C@@H](O)[C@H]1O
[15] CCOc1ncccc1C(=O)OCC(=O)NC1CCCCCC1
[16] O=C(Nc1nccs1)C1CCCN(S(=O)(=O)c2cccnc2)C1 (stereo not drawn)
[17] Cc1cc(C)c2c(N)c(C(=O)c3cccc(Cl)c3)sc2n1
[18] O=S(=O)(c1ccc2c(c1)OCCO2)N1CCN(c2nc3ccccc3s2)CC1
[19] CCOC(=O)C1CCCN(C(=O)c2cc(-c3ccc(F)cc3)nc3ccccc23)C1 (stereo not drawn)
[20] CC(C)CN(C(=O)CN1CCCCCC1)c1c(N)n(CC(C)C)c(=O)[nH]c1=O
Screen / compound no.	11	12	13	14	15	16	17	18	19	20
KLK7 zymogen act	-0.5	0.2	0.3	-0.1	-0.1	-0.2	5.9	-0.3	-0.8	4.3
ADAM10 inh	-2	0	9	-3	-8	-6	-104	-1	-26	-15
ARFGAP1 inhibitor	·	2	1	1	3	3	3	-2	-2	-6
ASAP1 inh	·	2	-4	6	-1	1	6	8	-7	-9
DDE Tn6 FP inh	6	4	-6	4	0	7	-7	-3	1	-2
rCAG RNA binder	0	-4	4	3	-11	0	0	-3	-1	-5
NPR1 activator	0	0	-1	-2	-1	-1	-2	-2	-5	2
NPR2 activator	0	-2	-7	-2	1	6	-2	-1	-1	-2
GAA850 FXN act	·	1.7	4.0	4.0	0.8	0.4	-1.7	-0.3	2.4	1.8
sPLA2-III inh	-4	1	1	-3	6	2	-10	8	-14	1

[21] CCOC(=O)C1CCCN(C2CC(=O)N(c3ccc(C)c(C)c3)C2=O)C1 (stereo not drawn)
[22] CC(C)(C)C(=O)NC1CCN(S(C)(=O)=O)CC1
[23] Cc1ccsc1C(=O)OCC(=O)NC1CCCC(C)C1C (stereo not drawn)
[24] COc1cccc(OC)c1OCCN1CCN(C(=O)c2ccco2)CC1
[25] Cc1ccc(C2=NN=C(NC(=O)CSc3nc(C)cc(C)n3)SC2)cc1
[26] CC[n+]1c(/C=C(/C)SC)sc2ccccc21
[27] CN(Cc1nccn1C)C(=O)c1ccc(OC2CCN(CCc3ccccc3)CC2)cc1
[28] CCOC(=O)C1CCCN(c2c(NCCN3CCCCC3CC)c(=O)c2=O)C1 (stereo not drawn)
[29] CSCC[C@H](NC(=O)C1CCC(CNC(=O)[C@@H]2CCCN2C(=O)OC(C)(C)C)CC1)C(=O)O (stereo partly drawn)
[30] Cc1ccc(C(=O)N/C(=C\c2ccccc2)C(=O)NCCCn2ccnc2)cc1
Screen / compound no.	21	22	23	24	25	26	27	28	29	30
KLK7 zymogen act	-0.4	0.2	-0.1	0.6	0.8	-0.2	-0.5	0.0	-0.6	0.8
ADAM10 inh	9	-8	-3	-5	1	-13	-9	-15	-5	-6
ARFGAP1 inhibitor	-1	0	-1	4	10	4	22	5	-6	-1
ASAP1 inh	-3	2	-12	-5	3	1	5	3	1	-8
DDE Tn6 FP inh	3	4	-5	6	-4	4	-3	-2	4	-6
rCAG RNA binder	0	0	-1	-7	8	2	-12	-1	2	-5
NPR1 activator	-7	6	-3	1	6	13	1	4	-1	4
NPR2 activator	3	-7	5	1	2	-1	5	5	-3	-3
GAA850 FXN act	-1.6	-0.7	-0.1	-0.1	·	-1.8	0.4	-1.5	1.9	2.1
sPLA2-III inh	4	12	-2	-1	-13	17	7	9	5	-8

[31] O=C(Cc1cccs1)Nc1nnc(SCC(=O)N2CCCCC2)s1
[32] CCN1CSC(=S)N(Cc2ccccc2)C1
[33] Cc1c(C(=O)NCc2ccc3c(c2)OCO3)oc2ccc(S(=O)(=O)N3CCCCC3)cc12
[34] O=C(Nc1cccc(C(F)(F)F)c1)Nc1nnc([C@H]2C[C@H](O)[C@@H](CO)O2)s1
[35] CC(C)C[C@H](NC(=O)c1[nH]cnc1C(=O)N[C@@H](C)C(=O)OC(C)(C)C)C(=O)OCc1ccccc1
[36] COc1ccccc1NC(=O)NNC(=O)CCN1CCOCC1
[37] C[C@@H]1CCCCO[C@@H](CN(C)S(=O)(=O)c2cn(C)cn2)[C@@H](C)CN([C@H](C)CO)C(=O)c2cc(NC(=O)Nc3ccc(C(F)(F)F)cc3)ccc2O1
[38] COc1ccc(CCNC(=O)COc2ccc(S(=O)(=O)NC3CCCCC3)cc2Cl)cc1
[39] Cc1cc(C)c(C#N)c(Cl)n1
[40] COC(=O)C1=C(C)N(Cc2cccc(C(F)(F)F)c2)C(=NCc2ccccc2C(F)(F)F)NC1c1ccccc1C(F)(F)F (stereo not drawn)
Screen / compound no.	31	32	33	34	35	36	37	38	39	40
KLK7 zymogen act	0.0	-0.8	-0.7	-0.1	-0.1	-0.5	0.3	0.4	0.3	0.3
ADAM10 inh	-2	-1	14	-2	21*	-4	7	23*	3	4
ARFGAP1 inhibitor	-13	-1	3	5	14	6	8	10	-4	13
ASAP1 inh	-15	-9	-1	4	8	-3	14	17	-2	4
DDE Tn6 FP inh	0	-4	0	-6	-6	-5	-7	-5	-1	15
rCAG RNA binder	-5	1	4	19	-2	1	10	0	2	1
NPR1 activator	0	5	7	3	2	4	3	-9	3	-5
NPR2 activator	-1	3	9	2	8	2	-1	-4	3	-2
GAA850 FXN act	0.4	-2.0	-2.4	0.8	0.6	2.1	0.0	-4.0	4.1	·
sPLA2-III inh	0	6	-10	-16	-13	-2	-48	-46	-3	-11

Records 31 through 36, quoted:
[31] O=C(Cc1cccs1)Nc1nnc(SCC(=O)N2CCCCC2)s1
[32] CCN1CSC(=S)N(Cc2ccccc2)C1
[33] Cc1c(C(=O)NCc2ccc3c(c2)OCO3)oc2ccc(S(=O)(=O)N3CCCCC3)cc12
[34] O=C(Nc1cccc(C(F)(F)F)c1)Nc1nnc([C@H]2C[C@H](O)[C@@H](CO)O2)s1
[35] CC(C)C[C@H](NC(=O)c1[nH]cnc1C(=O)N[C@@H](C)C(=O)OC(C)(C)C)C(=O)OCc1ccccc1
[36] COc1ccccc1NC(=O)NNC(=O)CCN1CCOCC1
Screen / compound no.	31	32	33	34	35	36
KLK7 zymogen act	0.0	-0.8	-0.7	-0.1	-0.1	-0.5
ADAM10 inh	-2	-1	14	-2	21*	-4
ARFGAP1 inhibitor	-13	-1	3	5	14	6
ASAP1 inh	-15	-9	-1	4	8	-3
DDE Tn6 FP inh	0	-4	0	-6	-6	-5
rCAG RNA binder	-5	1	4	19	-2	1
NPR1 activator	0	5	7	3	2	4
NPR2 activator	-1	3	9	2	8	2
GAA850 FXN act	0.4	-2.0	-2.4	0.8	0.6	2.1
sPLA2-III inh	0	6	-10	-16	-13	-2

Following part.
[41] O=C(Nc1cccc(NC(=S)NC(=O)c2cccs2)c1)c1ccccc1
[42] O=C(NCc1ccc2c(c1)OCO2)C1CCN(S(=O)(=O)N2CCOCC2)CC1
[43] Cc1cc(C)cc(C(O)c2ncc(-c3ccccc3C)[nH]2)c1 (stereo not drawn)
[44] CC(CCc1ccccc1)NC(=O)c1cccnc1 (stereo not drawn)
[45] Cn1cc(C2(C)CCOc3ccccc32)c2ccccc21 (stereo not drawn)
[46] O=C(NCCS(=O)(=O)NCc1cccs1)c1ccccc1
[47] Cc1ccc(Cn2nnnc2CN2CCC(O)(c3cccnc3)CC2)cc1
[48] C=CCn1c(=O)c2ccccc2n2c(SCC(=O)NC)nnc12
[49] Cn1c(CNC(=O)c2ccccc2F)nnc1SCC(=O)Nc1nncs1
Screen / compound no.	41	42	43	44	45	46	47	48	49
KLK7 zymogen act	0.3	0.2	0.0	-0.2	-0.7	-0.6	0.0	1.0	0.0
ADAM10 inh	-7	-1	-10	-2	-17	-6	-12	0	4
ARFGAP1 inhibitor	9	5	-2	1	·	2	1	6	-6
ASAP1 inh	11	0	-7	-6	·	-3	5	4	-6
DDE Tn6 FP inh	4	4	1	4	-9	3	0	-4	0
rCAG RNA binder	3	-2	8	-3	3	2	-7	-1	2
NPR1 activator	0	1	-5	5	-6	2	3	3	2
NPR2 activator	-1	2	-2	3	-8	2	0	2	-7
GAA850 FXN act	0.6	-0.7	-0.1	1.9	·	-1.5	0.3	2.4	1.6
sPLA2-III inh	16	16	-5	-3	1	-3	3	2	0
